S3 lipid droplet – qHTS Assay for Lipid Storage Modulators in Drosophila S3 Cells. Drosophila S3 cells, BODIPY lipid droplet fluorescence, 18-24 h; cells fed with added oleic acid. Potency in µM for hits, for the others lipid storage change, negative = inhibition, % at the top dose, mostly 46.1 µM. hit rate 0.64% among 320,000; active means well fitted inhibition curve with a large enough effect in the signal ratio, with a control signal flat, not every such curve was filed as active; inconclusive means small, poorly fitted or top-dose-only effect, or effect the other way, or a change in a side signal; the % refers to the signal ratio
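Drosophila S3 cells loaded with oleic acid (400 uM, as added) and compounds at several concentrations; lipid droplets imaged by 488-nm laser-scanning cytometry, 500–530 nm intensity and object ratio to cell channel. Percent activity normalized to 20 uM Triacsin C.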
S3 lipid droplet cell count max – also measured in S3 lipid droplet; calls as there; cell number change, %; measured here: cell count max response;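 cells counted by Cell Tracker Red CMTPX staining in the red channel; peak over a dose series mostly up to 46.1 µM; percent activity relative to internal control wells on each plate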
* = called active by the depositor; i = inactive; ? = inconclusive; · = not tested or not shown; [ ] = another dose, or the depositor's remark. On the % scale 0 is the no-effect control and ±100 the full control effect; potency means the concentration at half of the fitted maximal effect. Some of the compounds tested; count on the stated rates, not on these rows.

Below each compound: S3 lipid droplet | S3 lipid droplet cell count max
CC(OC(=O)c1ccc(Cl)c(S(=O)(=O)N2CCOCC2)c1)C(=O)NC1CCCCC1C (configuration not stated)
→ ? | ·
C/C=C/Cn1c(Br)nc2c1c(=O)[nH]c(=O)n2C
→ ? | ·
COc1cc(NC(=O)c2sc(C)nc2C)c(OC)cc1NC(=O)c1ccccc1
→ ? | ·
COCCNC(=O)C1(S(=O)(=O)c2ccccc2)CC=CC1
→ i | 18.9
COc1ccc(-n2c(C)cc(C(=O)COC(=O)c3cc(OC)c(OC)cc3NC(=O)c3cccs3)c2C)cc1
→ ? | ·
COc1cccc(CN2CCNC(=O)C2CC(=O)N2CCCCO2)c1OC (configuration not stated)
→ ? | ·
COc1cccc(/C=N/NC(=O)C(=O)N2CCCCCC2)c1O
→ ? | ·
O=C(CCN1C(=O)C2C3CCC(C3)C2C1=O)Nc1ccccc1C(F)(F)F (configuration not stated)
→ ? | ·
Cn1ncc(C(=O)Nc2ccc(OC(F)(F)F)cc2)c1-n1cccc1
→ ? | ·
O=S(=O)(c1ccc(Oc2ccc(S(=O)(=O)N3CCOCC3)cc2)cc1)N1CCOCC1
→ ? | ·
NC(=O)c1ccsc1NC(=O)CSc1nc2ccccc2c(=O)n1CCCO
→ ? | ·
NC(=O)c1ccc(NC(=O)COC(=O)c2cc(S(=O)(=O)N3CCOCC3)ccc2N2CCCCC2)cc1
→ -15.4% | -22.8
O=C(c1ccc(Cl)c(S(=O)(=O)N2CCCC2)c1)N1CCN(c2ccc(F)cc2)CC1
→ ? | ·
CCCNC(=O)NNC(=O)c1ccc(F)cc1
→ ? | ·
COC(=O)c1sc(-c2ccc(Cl)cc2)cc1NC(=O)CSCC(=O)O
→ ? | ·
CCOC(=O)c1sc(=NC(=O)c2cc(OC)c(OC)c(OC)c2)n(C)c1C
→ ? | ·
CCOC(=O)C1CCCN(S(=O)(=O)c2ccc3c(c2)N(C(C)=O)CCO3)C1 (configuration not stated)
→ ? | ·
C=CCn1c(SCC(=O)NNC(=O)Nc2cccc(Cl)c2)nnc1-c1ccccc1
→ ? | ·
COc1cc(/C=N/N(CCO)C2=NS(=O)(=O)c3ccccc32)cc(OC)c1OC
→ -12.0% | 4.7
CC(CN1CCC(O)CC1)c1ccccc1 (configuration not stated)
→ i | 28.7
O=C(NNc1ccc(-c2csnn2)cc1)c1ccccc1C(F)(F)F
→ ? | ·
Cc1nc(S(=O)(=O)N2CCOCC2)c(C#N)c(C)c1Cl
→ ? | ·
O=C(Nc1ccc(N2CCN(C(=O)c3ccc(Cl)cc3)CC2)cc1)c1cccs1
→ -16.5% | -5.9
COc1cc(CC(=O)OCC(=O)Nc2ccc(N3CCOCC3)cc2)cc(OC)c1OC
→ ? | ·
CCC1Oc2ccc(C)cc2N(CC(=O)NCCC2=CCCCC2)C1=O (configuration not stated)
→ i | ·
CC1Cc2ccccc2N1C(=O)COC(=O)c1ccc(N(C)C)cc1 (configuration not stated)
→ ? | ·
Cc1ccc(NC(=O)c2ccc(F)cc2)cc1S(=O)(=O)N1CCCCCC1
→ ? | ·
NNC(=O)c1cc(-c2ccc(O)cc2)nc2ccc(Br)cc12
→ ? | ·
COCC(=O)N1CCN(c2nc3ccccc3o2)CC1
→ 1.5% | 9.3
C=CCNC(=O)NC(=O)COC(=O)CCCSc1nc2ccccc2[nH]1
→ i | 6.3
CC(C)Oc1cc(NC(=O)CS(=O)(=O)CC(=O)N(C)C)c(Cl)cc1Cl
→ 12.6% | 12.9
Cc1ccccc1C(=O)N1CCN(c2ccc(NC(=O)c3ccco3)cc2Cl)CC1
→ ? | ·
CN1CCN(S(=O)(=O)c2ccc(N(C)Cc3ccc(OC(F)F)cc3)c([N+](=O)[O-])c2)CC1
→ i | 0.7
COc1ccc(NC(=O)C(=O)N/N=C/c2cccnc2)cc1
→ -12.8% | -10.0
O=C(c1ccco1)N1CCN(C(=O)C2CC(c3ccc(Cl)c(Cl)c3)=NO2)CC1 (configuration not stated)
→ ? | ·
Cc1cccc(OCCOc2ccccc2C=C(C#N)C#N)c1
→ 5.5% | 2.7
CCOC(=O)N1CCN(C(=O)c2ccc3c(c2)N(C)C(=O)/C(=C\c2ccc(OCC)c(OC)c2)S3)CC1
→ ? | ·
CCOc1ccc2[nH]c(=O)c(C(c3nnnn3Cc3ccco3)N3CCCC(C)C3)cc2c1 (configuration not stated)
→ i | 5.8
CCCCNc1ncnc2c1nnn2Cc1ccccc1Cl
→ ? | ·
COC(=O)c1c(C(=O)OC)c2ccccn2c1C(=O)c1ccccc1
→ ? | ·
CC(=O)NCCc1nc2cc(NC(=O)c3ccc(Cl)cc3)ccc2n1C
→ 3.3% | 16.0
O=C(NCCc1ccc2c(c1)OCCO2)c1ccc([N+](=O)[O-])cc1Cl
→ ? | ·
Cc1cc(C)c[n+](CC(=O)c2ccc(-c3ccccc3)cc2)c1
→ 20.6% | 24.7
O=C(c1cn(Cc2ccccc2)nc1-c1cccnc1)N1CCc2ccccc2C1
→ ? | ·
COc1cccc(OC)c1C(=O)Nc1ccc(N2CCCCC2)cc1
→ ? | ·
N#CCCN(C(=O)COc1ccc(Br)cc1F)c1ccc(F)cc1
→ ? | ·
CCN(CC)C(=O)c1ccc2c(c1[N+](=O)[O-])C(=O)c1ccccc1C2=O
→ -5.4% | 2.2
COc1ccc(NC(=O)CSc2nnc(Cc3ccccc3)c(=O)n2N)cc1OC
→ ? | ·
CNC(=O)N(C1=NCCCCC1)c1ccc(Br)cc1
→ -2.1% | -6.7
O=C(Nc1ccccc1[N+](=O)[O-])c1cc(S(=O)(=O)Nc2ccccn2)ccc1Cl
→ ? | ·
C=CCn1c(NC)cc(=O)n(C)c1=O
→ ? | ·
CC(=O)Nc1ccc(Nc2ncnc3c2cnn3-c2ccc(C)cc2C)cc1
→ ? | ·
COc1nc(-c2ccc(C)cc2)ccc1-c1noc(-c2cccnc2)n1
→ ? | ·
COc1ccc(OCC(O)CNC(=O)c2ccccc2)cc1 (configuration not stated)
→ 8.5% | 5.5
O=C(c1cc(C2CC2)on1)N1CCCC(N2CCN(c3ccc(F)cc3)CC2)C1 (configuration not stated)
→ i | -15.6
CCCn1nc(C(=O)NNC(=O)C2CSC3(C)CCC(=O)N23)c2ccccc2c1=O (configuration not stated)
→ -4.9%[0.0737 µM] | 24.9
C=CCNC(=S)N1CCC(C(N)=O)CC1
→ -4.1% | 2.7
Cc1ccc(NC(=O)CSc2nc(=O)cc(N)n2-c2ccccc2)cc1
→ i | ·
C=CCN1C(=O)C(CC(=O)NCC)SC1=Nc1ccc(S(N)(=O)=O)cc1 (configuration not stated)
→ 6.2% | 13.0
CC(C)(C)c1ccc(Oc2ccc(NC(=O)c3ccccc3C(=O)O)cn2)cc1
→ ? | ·

(cont.)
Below each compound: S3 lipid droplet | S3 lipid droplet cell count max
O=C(Nc1sc2c(c1C(=O)O)CCC2)c1ccccc1Cl
→ ? | ·
COc1ccc(-n2nc(C(=O)NCC(=O)NCCCN3CCCCCC3)c3ccccc3c2=O)cc1Cl
→ ? | ·
COc1ccc(NC(=O)CN(C)C(=O)c2ccc(S(=O)(=O)Nc3ccccc3F)cc2)cc1
→ ? | ·
COc1cccc2c(=O)n(CC(=O)N3CCN(c4ccccc4)CC3)ccc12
→ ? | ·
Cc1nn(Cc2cccc(C(=O)NC(C)c3ccc(C(C)(C)C)cc3)c2)c(C)c1[N+](=O)[O-] (configuration not stated)
→ ? | ·
O=C(CCS(=O)(=O)c1ccc(F)cc1)N1CCN(c2ccccc2)CC1
→ -0.8% | -17.6
CNc1nc(-c2ccccc2)cc(-c2ccccc2)n1
→ ? | ·
O=C(Nc1cccc([N+](=O)[O-])c1)c1ccc(N2CCCC2=O)cc1
→ 7.5% | ·
O=c1nccc(Nc2ccccc2)[nH]1
→ ? | ·
COc1ccc(-c2c(C#Cc3ccsc3)c3cc(Br)ccc3n2C)cc1
→ ? | ·
O=C(Nc1ccc(Cl)cc1)c1sccc1-n1cccc1
→ ? | ·
Cc1ccc2nc(NC(=O)CSc3nncc(=O)n3N)sc2c1
→ 8.3% | 3.4
C/C(=N/OC(=O)c1cccc(Cl)c1)c1nccs1
→ -14.9% | 5.8
COC(=O)Nc1cc(C(F)(F)F)ccc1N1CCN(c2ccccc2)CC1
→ -22.1% | 1.0
CC1CCC(NC(=O)CCC(=O)N2CC(C)Oc3ccccc32)CC1 (configuration not stated)
→ 6.2% | 8.4
Cc1ccc(S(=O)(=O)N2CCCCC2)cc1NC(=O)c1cc(=O)[nH]c2ccccc12
→ 14.1% | 9.7
On1c(-c2ccccc2Cl)nc2ccccc21
→ ? | ·
CCOC(=O)C1CCN(Cc2nnc(-c3cccc(Br)c3)o2)CC1
→ 0.4% | -4.3
CC1=C(C(=O)OC(C)C)C(c2coc3ccccc3c2=O)C2=C(CCCC2=O)N1 (configuration not stated)
→ ? | ·
CCCn1c(C(Cc2ccccc2)NC(=O)COC)nc2ccccc21 (configuration not stated)
→ 22.0% | 2.9

Some of these compounds in order of count of non-hydrogen atoms, ascending.
Below each compound: S3 lipid droplet | S3 lipid droplet cell count max
On1c(-c2ccccc2Cl)nc2ccccc21
→ ? | ·
C/C(=N/OC(=O)c1cccc(Cl)c1)c1nccs1
→ -14.9% | 5.8
O=C(Nc1cccc([N+](=O)[O-])c1)c1ccc(N2CCCC2=O)cc1
→ 7.5% | ·
COC(=O)Nc1cc(C(F)(F)F)ccc1N1CCN(c2ccccc2)CC1
→ -22.1% | 1.0

A few values from above.
C/C(=N/OC(=O)c1cccc(Cl)c1)c1nccs1 | S3 lipid droplet cell count max: 5.8
O=C(Nc1cccc([N+](=O)[O-])c1)c1ccc(N2CCCC2=O)cc1 | S3 lipid droplet: 7.5%
CCCn1c(C(Cc2ccccc2)NC(=O)COC)nc2ccccc21 (configuration not stated) | S3 lipid droplet cell count max: 2.9
COC(=O)Nc1cc(C(F)(F)F)ccc1N1CCN(c2ccccc2)CC1 | S3 lipid droplet cell count max: 1.0

New compounds follow
Below each compound: S3 lipid droplet | S3 lipid droplet cell count max
Cc1c(Cl)cccc1NC(=O)CCCn1nc([N+](=O)[O-])cc1C
→ ? | ·
O=C1O[C@H]([C@@H](O)CO)C(O)=C1O
→ ? | ·
O=S(=O)(NC1CC1)c1ccc(S(=O)(=O)N(Cc2ccccn2)C2CC2)cc1
→ -4.7% | 5.8
CCCn1c(N/N=C(C)\C=C\c2ccccc2)nc2c1c(=O)[nH]c(=O)n2C
→ ? | ·
O=C(Nc1ccc(F)cc1)c1cc(S(=O)(=O)N2CCOCC2)cs1
→ ? | ·
CC(C)c1cc(=O)n2[nH]c(N)nc2n1
→ ? | ·
COc1ccc(CNC(=O)CS(=O)(=O)Cc2nc(-c3cccc(OC)c3)oc2C)cc1
→ ? | ·
C=CC[n+]1c(-c2ccc(Cl)cc2Cl)csc1Nc1ccc(NC(C)=O)cc1
→ ? | ·
Cc1c(CNC2CCCC2)c(C(=O)O)c(C)n1Cc1ccccc1
→ ? | ·
CC(=O)c1ccc(N2Cc3ccccc3/C2=N\C(=O)Nc2ccc(Cl)cc2)cc1
→ ? | ·
Nc1c(C(=O)N2CCOCC2)sc2nc(N3CCOCC3)c3c(c12)CCCC3
→ ? | ·
Cc1ccnc(NC(=O)CN2C(=O)c3ccccc3C2=O)c1
→ 2.6% | 9.2
CC(c1ccccc1)N1C(=O)c2ccccc2C1O (configuration not stated)
→ ? | ·
COc1ccccc1-n1cnnc1SCC(=O)c1ccc[nH]1
→ i | ·
Cc1nn(-c2ccc(F)cc2)c(Cl)c1/C=C(\CCC(=O)O)c1nc2ccccc2s1
→ ? | ·
O=c1oc(-c2cccc([N+](=O)[O-])c2)nc2ccccc12
→ 12.0% | 0.9
CCOC(=O)C1CCCn2c1nc1sc3c(c1c2=O)CCCC3 (configuration not stated)
→ ? | ·
CCn1cc(C(=O)NCC2CCCO2)c(=O)c2cc(S(=O)(=O)N(C)C3CCCCC3)ccc21 (configuration not stated)
→ -12.3% | -0.4
COc1cc(C(=O)NCC(=O)NCCN2C(=O)S/C(=C\c3ccccc3Cl)C2=O)cc(OC)c1OC
→ ? | ·
COc1ccc(C2=NC(CO)(CO)CO2)cc1
→ ? | ·
CCS(=O)(=O)N1N=C(c2ccc(NS(C)(=O)=O)cc2)CC1c1ccccc1 (configuration not stated)
→ ? | ·
COc1ccc(OCc2cc(C(=O)N(C)C3CCOC3)no2)c(Cl)c1 (configuration not stated)
→ ? | ·
CN(CC(=O)Nc1ccccc1Cl)C(=O)COC(=O)c1ccc([N+](=O)[O-])cc1Cl
→ 5.4% | -1.4
Cn1cccc1/C=C1/SC(=S)N(CC(=O)O)C1=O
→ ? | ·
CN(C)S(=O)(=O)c1ccc(S(=O)(=O)NCc2cccs2)cc1
→ ? | ·
CC(C(=O)N1CCN=C1c1ccccc1)N1C(=O)c2ccccc2C1=O (configuration not stated)
→ -12.6% | 15.5
CCOC(=O)Cc1ccc(NS(=O)(=O)c2ccc(SC)cc2)cc1
→ i | ·
O=C(N=C1SC2CS(=O)(=O)CC2N1Cc1ccc(F)cc1)C1CCCO1 (configuration not stated)
→ ? | ·
Cn1c(=O)cc(SCC(=O)NCCC2=CCCCC2)c2cc(Cl)ccc21
→ 3.7% | -27.1
CC(NCc1ccc2c(c1)OCO2)c1ccccc1 (configuration not stated)
→ ? | ·
CC(C)[C@H](NC(=O)c1ccco1)C(=O)OCC(=O)N1CC(=O)Nc2ccccc21
→ ? | ·
CCN(CC)S(=O)(=O)c1ccc(/C=C/C(=O)Nc2ccc(F)cc2F)cc1
→ -11.6% | 6.2
COC(=O)Cc1ccc(NC(=S)N2CCN(c3cccc(O)c3)CC2)cc1
→ ? | ·

Screens (PubChem BioAssay)
